Bioassay records: PubChem, several laboratories
PvdQ inh: P. aeruginosa PvdQ acylase inhibition; purified PvdQ acylase, fluorescence plate reader; inhibition, % at 10 µM; 0.063% of 340,000 active; AID 488965; in the data active = inhibition above about 30%, passing the limit was not always enough;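 also: 0% = vehicle neutral wells and 100% = reference inhibitor wells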
dFosB act: enhances mouse delta FosB homodimer DNA binding; P13346; purified delta FosB, TAMRA-CDK5 oligo fluorescence polarization; percent of positive-control signal above neutral wells; activation, % at 25 µM; 0.99% of 340,000 active; AID 493131;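 active = mean activation above about 17%, with every replicate also reaching it, limit read from the data, passing the limit was not always enough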;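 also: fluorescence polarization rise as delta FosB binds a TAMRA Cdk5 AP-1 oligo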
CDK5 inh: CDK5/p35 (human) kinase inhibition | AID 488839 | Q00535+Q15078 | inhibition, % at 10 µM | 0.01% of 330,000 active | Recombinant CDK5/p35, ADP-Glo luminescence, 60 min;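 active = highest replicate inhibition of at least 50% and at least 75% of replicates reaching 50%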;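 also: plate controls were DMSO neutral control for no effect and GW8510 at 10 µM for full effect; many of its hits are not listed in these tables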
Keap1-Nrf2 PPI: disrupts human Keap1 binding to Nrf2 peptide; Keap1 Kelch-Nrf2 peptide fluorescence polarization, 1536-well; inhibition, % at 9.4 µM; 0.15% of 340,000 active; in the data active = inhibition above about 12%;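 also: human Keap1 Kelch domain with fluorescein labeled Nrf2 9mer peptide probe; 0% = neutral control wells and 100% = peptide positive control; higher means more block of Keap1 binding to Nrf2 peptide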
Target sequence (Q14145 whole entry, looked up, the tested form may be a part): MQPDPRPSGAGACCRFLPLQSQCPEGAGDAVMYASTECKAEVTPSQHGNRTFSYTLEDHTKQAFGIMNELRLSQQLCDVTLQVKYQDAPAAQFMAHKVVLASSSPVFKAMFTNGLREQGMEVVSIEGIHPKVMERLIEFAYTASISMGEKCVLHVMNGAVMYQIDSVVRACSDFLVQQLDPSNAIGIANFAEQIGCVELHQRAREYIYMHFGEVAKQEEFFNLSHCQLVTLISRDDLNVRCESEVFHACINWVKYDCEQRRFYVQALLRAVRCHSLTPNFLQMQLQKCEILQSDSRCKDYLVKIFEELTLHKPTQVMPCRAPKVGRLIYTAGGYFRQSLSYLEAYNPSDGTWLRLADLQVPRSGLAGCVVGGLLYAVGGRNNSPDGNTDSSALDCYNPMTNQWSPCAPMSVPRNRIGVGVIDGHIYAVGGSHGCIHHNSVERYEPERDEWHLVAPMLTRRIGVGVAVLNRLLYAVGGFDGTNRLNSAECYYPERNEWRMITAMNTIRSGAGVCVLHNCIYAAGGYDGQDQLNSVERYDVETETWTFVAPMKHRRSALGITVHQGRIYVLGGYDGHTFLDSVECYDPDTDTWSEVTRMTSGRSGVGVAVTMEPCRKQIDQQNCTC
NSD2 inh: NSD2 (human) methyltransferase inhibition | O96028 | NSD2 peptide methylation, AlphaScreen, 120 min | inhibition, % at 12.5 µM | 0.54% of 310,000 active; in the data active = inhibition above about 50%
PfHsp90 set2: reduces growth (ATP signal) of yeast expressing P. falciparum Hsp90. S. cerevisiae expressing PfHsp90, BacTiter-Glo ATP, 48 h; yeast lacking PDR1 and PDR3 efflux regulators. inhibition, % at 9.4 µM. 0.32% of 310,000 active;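 active = every replicate shows inhibition above about 80%, whatever the replicate mean, limit read from the data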;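 also: 0% = DMSO neutral controls and 100% = 20 µM radicicol positive controls; yeast relying on Plasmodium falciparum Hsp90 in place of its own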
Rtt109 HAT inh: C. albicans Rtt109 histone acetyltransferase inhibition; purified Rtt109/Vps75, ThioGlo CoA-SH fluorescence, 4 h; inhibition, % at 34.9 µM; 0.16% of 330,000 active;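 active = inhibition of at least 50% in every replicate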
Target sequence (Q5AAJ8 whole entry, looked up): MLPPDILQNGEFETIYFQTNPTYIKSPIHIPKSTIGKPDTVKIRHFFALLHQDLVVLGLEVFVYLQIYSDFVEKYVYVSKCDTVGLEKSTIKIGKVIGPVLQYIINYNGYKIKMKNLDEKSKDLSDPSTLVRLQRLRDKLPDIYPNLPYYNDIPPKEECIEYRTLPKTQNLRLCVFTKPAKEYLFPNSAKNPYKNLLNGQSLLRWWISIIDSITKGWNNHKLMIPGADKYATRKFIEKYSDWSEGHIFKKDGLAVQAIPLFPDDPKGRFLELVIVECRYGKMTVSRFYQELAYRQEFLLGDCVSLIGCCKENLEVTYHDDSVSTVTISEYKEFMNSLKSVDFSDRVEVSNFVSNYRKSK
Mot1-301 SUMO: inhibitors of SUMOylation pathway: yeast Mot1-301 growth rescue | S. cerevisiae Mot1-301 growth rescue, ATP luminescence, 38.5C; percent above DMSO median, 100 means doubled | growth rescue, % at 18.8 µM | 1% of 320,000 active;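 active = every valid replicate shows activation above 250% relative to neutral control wells; inactive = the rest, any valid replicate at or below 250%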;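 also: OY570 slx delta 5 strain wells were the positive control but not used for scaling; some compounds called inactive have numbers as strong as hits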
C-LANA FP: KSHV C-LANA DNA binding inhibition | MBP-C-LANA/FAM-LBS DNA binding, fluorescence polarization | inhibition, % at 9 µM | 0.078% of 340,000 active;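 active = highest replicate inhibition at or above 60% at 9 µM, even if other replicates fall short; inactive = all replicates below 60% inhibition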;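 also: 0% = neutral control wells and 100% = 4 µM acridine orange control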
Cardiac RTF inh: cardiac RTF calcium desensitization; P19429+P45379; IANBD-labeled cardiac RTF, Ca2+ fluorescence; inhibition, % at 7.15 µM; 0.12% of 340,000 active; AID 493244;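 active = inhibition above the mean inhibition of all tested compounds plus 3 SD, cut at about 17% in these data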;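 also: assay run at fixed EC70 calcium of 1.6 mM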
cardiac RTF act: cardiac RTF calcium sensitization. P19429+P45379. IANBD-labeled TnC RTF fluorescence at EC20 calcium; 0% EC20 calcium, 100% full calcium. activation, % at 7.2 µM. 0.24% of 340,000 active;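 active = activation above the mean over all tested compounds plus 3 SD, cut at about 30% in these data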;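 also: rise in fluorescence read as greater calcium sensitivity of cardiac thin filaments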
An asterisk follows results filed as active; / = no result given.

1. CC(=O)NCCC(=O)N1CCc2c([nH]c3ccccc23)C1c1cccc(C)c1 (configuration not stated)
2. O=C(O)c1cccc2c1C(=O)c1cc([N+](=O)[O-])ccc1-2
3. Nc1ccc(-c2nc3ccc(N)cc3s2)cc1
4. CCN(CC)C(=O)Nc1cnc2ccccc2c1
5. C[C@@H](C(=O)OCn1nnc2ccccc2c1=O)N1C(=O)C2CCCCC2C1=O (some centres not stated)
6. Cc1cc(C)c(OCCN(C)Cc2ccccc2)c(Br)c1
7. COc1ccc(O)c(/C=N/NS(=O)(=O)c2ccc(C)cc2)c1
8. COc1ccc(S(=O)(=O)c2nnn(-c3ccccc3Cl)c2N)cc1

entry no.,1,2,3,4,5,6,7,8
Cardiac RTF inh,3,-13,2,-5,4,-9,-8,10
dFosB act,-3,1,-8,-1,-4,-11,-4,-6
CDK5 inh,-0.7,0.4,2.8,0.0,0.6,0.8,0.1,-0.3
PvdQ inh,-10,3,-2,-10,0,-14,2,-5
cardiac RTF act,1,1,5,-2,-3,0,-6,-4
NSD2 inh,0,0,/,-1,-2,1,1,0
Keap1-Nrf2 PPI,-4,-2,0,1,0,-3,1,-3
C-LANA FP,-2.3,0.3,1.4,-0.2,1.4,-0.6,1.4,-0.8
Mot1-301 SUMO,-8,/,6,/,-10,-13,152,3
PfHsp90 set2,6,-14,8,-33,0,/,-13,3
Rtt109 HAT inh,10,3,-12,-1,8,-1,2,-4

9. CN(CC(=O)Nc1ccc(S(N)(=O)=O)cc1)Cc1ccccc1F
10. O=c1[nH][nH]c(C(F)(F)F)c1C=Nc1cccc(Cl)c1
11. CN(C)c1ccc(/C=N/NC(=O)c2sccc2-n2cccc2)cc1
12. CCCCOC(=O)C(C#N)c1nc2ccccc2nc1N1CCOCC1 (configuration not stated)
13. CN(NS(=O)(=O)c1ccc(F)cc1)c1ncc(C(F)(F)F)cc1Cl
14. CC(=O)ON1C(C)(C)CC(OC(=O)c2ccccc2)CC1(C)C
15. O=C(N/N=C(\c1ccccc1)c1cccnc1)C(O)(c1ccccc1)c1ccccc1
16. Cc1nnc(N2C(=O)C(O)=C(C(=O)c3ccco3)C2c2cccc3ccccc23)s1 (configuration not stated)

entry no.,9,10,11,12,13,14,15,16
Cardiac RTF inh,-4,-15,-3,-3,/,-5,4,-8
dFosB act,-6,4,-6,0,-5,8,-6,-2
CDK5 inh,0.8,0.9,1.2,1.5,-0.1,-0.5,2.4,-0.2
PvdQ inh,-12,-5,9,-10,-11,3,8,-12
cardiac RTF act,1,25,1,-2,/,-2,-1,6
NSD2 inh,-2,-1,1,6,-2,1,-1,2
Keap1-Nrf2 PPI,-6,-4,-4,-8,-4,0,-3,-7
C-LANA FP,0.0,-0.9,2.0,3.0,1.6,0.1,-1.5,0.1
Mot1-301 SUMO,-5,10,-15,-15,501,28,16,-5
PfHsp90 set2,/,-18,-6,-35,-29,-7,-34,-21
Rtt109 HAT inh,-10,-4,-1,9,-6,-2,9,2

8 compounds from above, sorted by heavy-atom count, falling.
16. Cc1nnc(N2C(=O)C(O)=C(C(=O)c3ccco3)C2c2cccc3ccccc23)s1 (configuration not stated)
1. CC(=O)NCCC(=O)N1CCc2c([nH]c3ccccc23)C1c1cccc(C)c1 (configuration not stated)
12. CCCCOC(=O)C(C#N)c1nc2ccccc2nc1N1CCOCC1 (configuration not stated)
8. COc1ccc(S(=O)(=O)c2nnn(-c3ccccc3Cl)c2N)cc1
7. COc1ccc(O)c(/C=N/NS(=O)(=O)c2ccc(C)cc2)c1
6. Cc1cc(C)c(OCCN(C)Cc2ccccc2)c(Br)c1
10. O=c1[nH][nH]c(C(F)(F)F)c1C=Nc1cccc(Cl)c1
3. Nc1ccc(-c2nc3ccc(N)cc3s2)cc1

entry no.,16,1,12,8,7,6,10,3
Cardiac RTF inh,-8,3,-3,10,-8,-9,-15,2
dFosB act,-2,-3,0,-6,-4,-11,4,-8
CDK5 inh,-0.2,-0.7,1.5,-0.3,0.1,0.8,0.9,2.8
PvdQ inh,-12,-10,-10,-5,2,-14,-5,-2
cardiac RTF act,6,1,-2,-4,-6,0,25,5
NSD2 inh,2,0,6,0,1,1,-1,/
Keap1-Nrf2 PPI,-7,-4,-8,-3,1,-3,-4,0
C-LANA FP,0.1,-2.3,3.0,-0.8,1.4,-0.6,-0.9,1.4
Mot1-301 SUMO,-5,-8,-15,3,152,-13,10,6
PfHsp90 set2,-21,6,-35,3,-13,/,-18,8
Rtt109 HAT inh,2,10,9,-4,2,-1,-4,-12

Going on with the list.
17. COC(=O)CSC1=C(C#N)C(c2ccc(F)cc2)CC(=O)N1 (configuration not stated)
18. O=C(COC(=O)c1cc(=O)[nH]c2ccccc12)NCc1ccccc1Cl
19. COc1ccc2[nH]cc(CCNS(=O)(=O)c3ccc(C)cc3)c2c1
20. CC(=O)Nc1ccc(C(O)(C(F)(F)F)C(F)(F)F)cc1
21. COC(=O)[C@H](C)NC(=O)Nc1ccc(OC(F)(F)F)cc1
22. COc1cccc(NC(=O)CSc2ccc(-c3ccco3)nn2)c1
23. CCOc1ccc(S(=O)(=O)N(C)CCO)cc1-c1nc2c(C(C)(C)C)nn(C)c2c(=O)[nH]1
24. CCOC(=O)CC(NS(=O)(=O)c1ccc2[nH]c(=O)sc2c1)c1ccc(C)cc1 (configuration not stated)

entry no.,17,18,19,20,21,22,23,24
Cardiac RTF inh,-7,-2,0,1,-15,1,-7,-13
dFosB act,2,5,0,-7,0,-14,-19,-12
CDK5 inh,0.4,1.9,-1.3,-3.5,-0.6,-3.2,0.4,1.2
PvdQ inh,-16,-17,-17,-4,-2,-11,-7,-14
cardiac RTF act,-3,0,1,6,-5,2,-1,4
NSD2 inh,/,-4,7,1,-4,16,-1,3
Keap1-Nrf2 PPI,-1,-7,-3,-5,2,-7,-3,2
C-LANA FP,-0.8,0.7,2.4,-0.7,1.4,-2.0,0.7,1.6
Mot1-301 SUMO,-11,-3,484*,-11,2,1,4,4
PfHsp90 set2,-10,/,-9,-15,7,-35,6,31
Rtt109 HAT inh,-13,-2,-1,3,-1,2,-18,3

25. CC1(C)NC(=O)N(CCCCOc2ccc3ccccc3c2Cl)C1=O
26. Cc1cccc(NC(=O)c2ccc(S(=O)(=O)C(F)F)cc2)c1C
27. O=C1[C@@H]2CSCN2C(=O)CN1Cc1c(F)cccc1Cl
28. CCOC(=O)CSc1nc2ccccc2c(=O)n1C1CCCC1
29. CCN(CC(=O)Nc1c(F)cccc1F)C(=O)C1CC1C (configuration not stated)
30. CCc1ccccc1NC(=S)N(CCN1CCCCC1)Cc1ccco1
31. Cc1ccc(NC(=O)c2ccc(S(=O)(=O)NCc3cccnc3)cc2)c(C)c1
32. OC(Cn1cncn1)c1ccc(Cl)cc1 (configuration not stated)

entry no.,25,26,27,28,29,30,31,32
Cardiac RTF inh,-6,3,-11,-9,4,-3,-18,-1
dFosB act,-7,-2,7,-11,2,2,-1,6
CDK5 inh,-2.7,-2.9,-0.1,-0.8,0.7,-0.6,-0.3,-1.7
PvdQ inh,-9,2,-15,1,-8,-2,18,-9
cardiac RTF act,1,-5,6,-4,-3,4,4,1
NSD2 inh,3,-3,-1,-12,-1,-1,24,-2
Keap1-Nrf2 PPI,4,2,-2,3,-1,-2,5,4
C-LANA FP,0.3,-0.7,-2.1,-0.8,0.7,-0.3,0.8,2.3
Mot1-301 SUMO,3,-7,33,13,-17,206,-17,-14
PfHsp90 set2,/,9,-10,22,2,10,-1,-14
Rtt109 HAT inh,-4,2,/,1,4,1,7,9

33. Nc1cc(=O)nc(SCC(=O)N(C2CCCCC2)C2CCCCC2)n1-c1ccccc1
34. CCCCN(C)C1CCN(C(=S)Nc2ccc(OC)cc2)CC1
35. O=C(Cn1ncc2c([nH]c3ccccc32)c1=O)N1CCN(c2ccccn2)CC1
36. O=C(Nc1ncc(Cc2cccc(Cl)c2)s1)C1CCCO1 (configuration not stated)
37. CCN(CC)S(=O)(=O)c1ccc(Cl)c(C(=O)Nc2nncs2)c1
38. COc1cc(/C=N/NC(=O)CC23CC4CC(CC(C4)C2)C3)cc(Br)c1OCC(=O)N(C)C
39. CN(Cc1ccccc1)C(=O)c1ncn(C)c1C(=O)N(C)Cc1ccccc1
40. CC(C)[C@H](NC(=O)c1ccc(C(C)(C)C)cc1)C(=O)Nc1nnc(C2CC2)s1

entry no.,33,34,35,36,37,38,39,40
Cardiac RTF inh,2,2,2,0,6,0,-2,2
dFosB act,-4,-4,-13,-1,-2,3,-2,3
CDK5 inh,-1.5,0.4,2.2,0.6,-1.4,0.1,-5.1,-3.7
PvdQ inh,9,5,8,-6,-12,4,-9,-5
cardiac RTF act,2,1,7,-1,-3,0,8,2
NSD2 inh,1,/,-7,-2,/,27,/,/
Keap1-Nrf2 PPI,0,1,-3,7,3,-2,-5,-5
C-LANA FP,-0.7,-0.7,2.5,0.6,-1.8,-1.6,1.1,0.0
Mot1-301 SUMO,2,153,0,0,-18,4,-3,146
PfHsp90 set2,-2,-2,-3,-10,28,-10,/,/
Rtt109 HAT inh,14,/,1,1,-4,44,-3,3

41. Cc1nc2c3cc(F)ccc3n(Cc3ccccc3)c2s1
42. Cc1ccc2oc(-c3ccc(NC(=O)c4cccnc4)cc3)nc2c1
43. CCN(CC)C(=O)[C@H]1CC(CC(=O)NCCc2ccccn2)C(=O)N2CCc3c([nH]c4ccc(OC)cc34)[C@]12C (some centres not stated)
44. CC(C)c1ccc(NC(=S)N2CCN(C)CC2)cc1
45. Cc1ccc(C(=O)NCC(=O)N2CCN(S(=O)(=O)c3cccs3)CC2)s1
46. CCC(c1nnnn1Cc1ccccc1)N(Cc1ccco1)Cc1cc2cc(OC)ccc2[nH]c1=O (configuration not stated)
47. CCOc1ccc(C(=O)NCC(=O)N2CCCC2)cc1
48. C#CCO[C@@H]1C[C@H](n2cnc3c(=O)[nH]c(NC(=O)C(C)C)nc32)O[C@@H]1CO
49. CCN(CC)CCCNC(=O)c1ccc(OCC(=O)Nc2ccccc2C(F)(F)F)c(OC)c1
50. COc1ccc(C(=O)NC2CCN(CC(=O)NCc3cccc(OC)c3)CC2)cc1
51. O=C(NC(NC(=S)Nc1ccc(Cl)cc1Cl)C(Cl)(Cl)Cl)c1cccc([N+](=O)[O-])c1 (configuration not stated)

entry no.,41,42,43,44,45,46,47,48,49,50,51
Cardiac RTF inh,-4,-8,-5,-8,-8,0,-8,-2,1,1,-3
dFosB act,-5,-5,-5,0,-9,-11,-14,5,-18,0,2
CDK5 inh,-1.0,0.0,4.4,0.6,0.6,1.1,1.0,-3.0,-0.2,0.7,-1.0
PvdQ inh,-14,-7,8,-9,-5,-12,-11,-6,-17,17,-14
cardiac RTF act,-4,0,-1,-4,3,-1,5,-5,4,-4,2
NSD2 inh,-2,-2,/,2,-7,-2,0,/,19,-5,-5
Keap1-Nrf2 PPI,-1,0,1,-7,-1,-9,0,2,0,2,1
C-LANA FP,-2.2,-2.1,-1.1,0.4,0.5,-1.6,1.2,1.3,0.2,0.0,-0.5
Mot1-301 SUMO,143,-20,/,43,6,-7,23,4,313,-26,123
PfHsp90 set2,26,/,13,14,23,5,-17,-14,18,-32,/
Rtt109 HAT inh,-2,1,-2,-2,-10,-4,0,-7,2,2,3
